Wnt bcat act: Wnt/beta-catenin pathway activation. Wnt/beta-catenin reporter cell assay, activator, plate reader. activation, % at 9.35 µM. actives 1.2% (n = 300,000); in the data active = activation above about 30%, passing the limit was not always enough; inconclusive = no clear call, values can overlap the other calls;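 also: 0% = neutral control wells and 100% = positive control wells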
V-ATPase pHluor: regulators of yeast V-ATPase proton transport; S. cerevisiae, pHLuorin cytosolic pH fluorescence; response, % at 10 µM; actives 0.37% (n = 350,000); AID 504577; in the data active = response mostly above about 7.3%, no sharp cut-off; inactive = mostly below about 5.4%; also: actives read high; inactives centre near 0; some compounds called inactive have numbers as strong as hits
MITF TRPM1 HTS: increases MITF-driven TRPM1 promoter luciferase signal; SK-MEL-5 TRPM1-promoter luciferase, 24 h; % of positive control, neutral wells = 0; activation, % at 12.5 µM; actives 0.75% (n = 300,000); AID 588334;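 active = mean activation of at least 80% with every replicate also reaching 80%; inconclusive = mean reaches 80% but some replicate falls short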;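 also: 0% = neutral control wells and 100% = parthenolide positive control wells; values of inactives mirror those of a sister screen read the other way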
CDK5 p35 inh: CDK5/p35 (human) kinase inhibition. Q00535+Q15078. Recombinant CDK5/p35, ADP-Glo luminescence, 60 min. inhibition, % at 10 µM. actives 0.01% (n = 330,000). AID 488839;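 active = highest replicate inhibition of at least 50% and at least 75% of replicates reaching 50%; inconclusive = only one of the two criteria met; inactive = both criteria failed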;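 also: plate controls were DMSO neutral control for no effect and GW8510 at 10 µM for full effect; many of its hits are not listed in these tables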
Target sequence (Q00535 whole entry, looked up): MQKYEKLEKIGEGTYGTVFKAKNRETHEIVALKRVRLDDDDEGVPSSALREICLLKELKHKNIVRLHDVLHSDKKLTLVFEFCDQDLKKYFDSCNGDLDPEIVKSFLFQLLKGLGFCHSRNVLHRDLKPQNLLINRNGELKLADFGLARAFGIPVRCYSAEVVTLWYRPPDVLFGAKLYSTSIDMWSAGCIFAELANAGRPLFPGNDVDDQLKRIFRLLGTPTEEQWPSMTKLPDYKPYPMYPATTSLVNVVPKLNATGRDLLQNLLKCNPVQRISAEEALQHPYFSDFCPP
Target sequence (Q15078 whole entry, looked up): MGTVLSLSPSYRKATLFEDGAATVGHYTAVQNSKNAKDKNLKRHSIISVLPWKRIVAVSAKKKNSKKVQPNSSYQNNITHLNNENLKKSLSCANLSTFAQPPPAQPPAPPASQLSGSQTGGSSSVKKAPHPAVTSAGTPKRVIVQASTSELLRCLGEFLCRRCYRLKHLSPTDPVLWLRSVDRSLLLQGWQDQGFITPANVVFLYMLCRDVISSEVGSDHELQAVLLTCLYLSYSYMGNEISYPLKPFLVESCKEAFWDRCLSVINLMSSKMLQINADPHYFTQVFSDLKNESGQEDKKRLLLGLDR
dFosB act: activators of mouse delta FosB homodimer | P13346 | purified delta FosB, TAMRA-CDK5 oligo fluorescence polarization; percent of positive-control signal above neutral wells | actives 0.99% (n = 340,000) | activation, % at 25 µM;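 active = mean activation above about 17%, with every replicate also reaching it, limit read from the data, passing the limit was not always enough; inconclusive = only one of the two conditions met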;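 also: fluorescence polarization rise as delta FosB binds a TAMRA Cdk5 AP-1 oligo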
CAL PDZ FP-1: inhibitors of human CAL PDZ peptide binding. Q9HD26. purified CAL PDZ, TMR-peptide fluorescence polarization, 1 h. inhibition, % at 20 µM. actives 0.02% (n = 330,000). AID 504414;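 active = highest replicate inhibition of at least 40%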;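 also: plate controls were DMSO neutral control wells for no effect and unlabeled competitor peptide control wells for full effect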
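Read-out basis: mP drop reported as inhibition | Assay system: Tagged CAL PDZ protein CerCALP, purified | Benchmarks: Unlabelled peptide for full inhibition, DMSO wells as neutral | Schedule: 1 h incubation at room temperature before polarization reading | Buffer or medium: Sodium phosphate/NaCl buffer pH 7.4 with TCEP, IgG, Thesit | Doses: Single point, 20 µM | Measured by: Fluorescence polarization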
cardiac RTF act: cardiac RTF calcium sensitization | IANBD-labeled TnC RTF fluorescence at EC20 calcium; 0% EC20 calcium, 100% full calcium | activation, % at 7.2 µM | actives 0.24% (n = 340,000) | AID 493008;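 active = activation above the mean over all tested compounds plus 3 SD, cut at about 30% in these data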;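 also: rise in fluorescence read as greater calcium sensitivity of cardiac thin filaments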
Rtt109 Vps75: blocks Candida albicans Rtt109/Vps75 acetyltransferase activity | Q5AAJ8 | purified Rtt109/Vps75, ThioGlo CoA-SH fluorescence, 4 h | inhibition, % at 34.9 µM | actives 0.16% (n = 330,000) | AID 540336;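 active = inhibition of at least 50% in every replicate; inconclusive = best replicate reaches 50% inhibition but some replicates fall short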
Target sequence (Q5AAJ8 whole entry, looked up): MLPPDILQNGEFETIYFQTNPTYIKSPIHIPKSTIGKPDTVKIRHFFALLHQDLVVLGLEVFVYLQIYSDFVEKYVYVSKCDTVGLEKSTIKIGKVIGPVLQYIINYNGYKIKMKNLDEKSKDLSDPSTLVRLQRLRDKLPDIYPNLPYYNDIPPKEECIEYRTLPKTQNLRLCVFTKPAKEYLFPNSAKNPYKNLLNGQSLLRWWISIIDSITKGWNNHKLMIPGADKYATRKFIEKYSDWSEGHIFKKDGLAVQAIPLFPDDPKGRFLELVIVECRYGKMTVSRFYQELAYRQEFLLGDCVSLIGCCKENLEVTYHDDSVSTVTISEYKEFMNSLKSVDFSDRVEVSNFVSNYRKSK
CAL PDZ FP-2: inhibitors of human CAL PDZ peptide binding | inhibition, % at 24.9 µM | AID 602252 | purified CAL PDZ, TMR-peptide fluorescence polarization, 1 h | actives 0.92% (n = 300,000);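 active = mean inhibition of at least 30% with at least half of replicates also reaching 30%; inconclusive = no clear call, values can overlap the other calls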;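 also: 0% = DMSO neutral control and 100% = excess unlabeled competitor peptide PRC23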
Tat export inh: E. coli Tat transport inhibition; E. coli MC4100 TorA-mCherry Tat export, fluorescence; inhibition, % at 10 µM; actives 0.036% (n = 340,000);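 active = mean replicate inhibition at least 50% and at least half of replicates individually reaching 50%; inconclusive = only one of the two criteria met; inactive = neither criterion met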;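 also: exported cargo escapes ClpAP degradation while cytoplasmic cargo is degraded and loses fluorescence; 0% = median of neutral control wells and 100% = median of NaSCN control wells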
Numbers without * were called inactive; ? = inconclusive; nt = not tested or not shown.

SMILES | Wnt bcat act | V-ATPase pHluor | MITF TRPM1 HTS | CDK5 p35 inh | dFosB act | CAL PDZ FP-1 | cardiac RTF act | Rtt109 Vps75 | CAL PDZ FP-2 | Tat export inh
Cc1nnc(SCC(=O)Nc2sccc2C(N)=O)n1Cc1ccccc1 | -1 | 2 | -13 | -2.1 | -9 | -1.6 | 7 | -4 | -5 | -2
COc1cccc(NC(=O)c2nnn(CC(=O)Nc3cc(C)cc(C)c3)c2N)c1 | -3 | -2 | -6 | 0.1 | 4 | -2.7 | 4 | 5 | -2 | 4
CCCc1cc(=O)[nH]c(SCc2cccnc2)n1 | nt | 1 | -14 | 1.1 | 0 | nt | 0 | 1 | -7 | 4
O=C(CCCSc1ccccc1)Nc1ccc(Cl)c(S(=O)(=O)N2CCOCC2)c1 | -10 | 2 | -18 | 0.8 | -9 | -1.1 | -2 | -7 | -5 | 11
CC(C)C(=O)N1c2ccccc2NC2=C(C(=O)CCC2)C1c1ccc(N(C)C)cc1 (stereo unspecified) | -4 | -3 | 1 | 0.0 | 6 | 0.3 | 2 | 10 | 1 | 2
NC(=O)Cn1cc(C(=O)C(=O)N2CCOCC2)c2ccccc21 | -1 | 0 | 8 | -0.9 | 0 | -3.9 | 4 | 13 | -4 | -3
COc1ccc(CNC(=O)Cn2c(=O)n(CC(=O)N3CCCCC3)c(=O)c3sccc32)cc1 | 3 | -6 | -2 | -0.5 | -1 | -0.5 | -4 | 12 | -2 | 3
Cc1ccccc1NS(=O)(=O)c1ccc(C(=O)NCCCN2CCCC2=O)cc1 | 0 | 0 | 1 | -0.5 | -8 | 1.2 | 4 | -11 | -2 | -7
Cc1cc(CSc2ccccc2)ccc1NC(=O)c1ccc(Cl)c([N+](=O)[O-])c1 | nt | -2 | 3 | 1.0 | -7 | -1.8 | 2 | 3 | -1 | -1
O=C(CCCc1nc2ccccc2s1)N1CCN(S(=O)(=O)c2cccs2)CC1 | nt | -2 | 3 | -0.2 | -11 | -1.3 | -11 | -1 | -2 | 22
COc1ccccc1-c1nnc2sc(COc3ccc(Cl)cc3Cl)nn12 | -4 | 2 | 0 | 1.1 | -6 | -3.6 | 3 | -6 | -13 | 6
O=C(c1cccc(Br)c1)c1conc1C(=O)c1ccco1 | 0 | 0 | 6 | 0.2 | 2 | -2.3 | -1 | -1 | 4 | -8
COC(=O)c1ccc(CSc2nc3ccccc3s2)o1 | 3 | -4 | 63 | -1.6 | -10 | -3.9 | -5 | 0 | -6 | -2
CCCCOc1cccc(C(=O)Nc2ccc(S(=O)(=O)Nc3cc(C)on3)cc2)c1 | -2 | -3 | 11 | -0.9 | -4 | -1.1 | -3 | 1 | nt | 5
COc1ccc(S(=O)(=O)N(C)c2ccc(C(=O)NCCC(C)C)cc2)cc1 | -5 | -2 | 2 | 3.4 | -5 | -2.0 | -3 | 9 | -2 | 7

An excerpt from above in order of their number in CAL PDZ FP-2, descending:
SMILES | CAL PDZ FP-2
Cc1cc(CSc2ccccc2)ccc1NC(=O)c1ccc(Cl)c([N+](=O)[O-])c1 | -1
O=C(CCCSc1ccccc1)Nc1ccc(Cl)c(S(=O)(=O)N2CCOCC2)c1 | -5
CCCc1cc(=O)[nH]c(SCc2cccnc2)n1 | -7

Following part
SMILES | Wnt bcat act | V-ATPase pHluor | MITF TRPM1 HTS | CDK5 p35 inh | dFosB act | CAL PDZ FP-1 | cardiac RTF act | Rtt109 Vps75 | CAL PDZ FP-2 | Tat export inh
C/C(=N\OC(=O)c1ccc(Cl)c(Cl)c1)c1sc(C)nc1C | nt | -3 | 6 | 0.2 | -16 | -1.4 | -2 | 1 | nt | -2
O=C(CSc1nnnn1-c1ccccc1)Nc1nsc(-c2ccccc2)n1 | nt | 2 | 1 | 4.8 | 2 | -3.0 | -5 | 9 | -4 | 1
COC(=O)c1cccc(NC2CC(=O)N(c3ccc(OC)c(OC)c3)C2=O)c1 (stereo unspecified) | -6 | 0 | 8 | 1.6 | -2 | 0.3 | -9 | 4 | -3 | -2
C=CCOC(=O)C1=C[C@H](C2CCCCC2)[C@@H](CCCO)[C@H](OCC)O1 | -3 | 3 | 1 | -0.7 | -1 | -0.4 | 5 | 3 | -3 | 16
Nc1ccnn1Cc1ccncc1 | 0 | -1 | -5 | 0.0 | -1 | 0.1 | 4 | 1 | nt | 1
CC(C)CCNC(=O)CCn1nc(-c2ccc(Cl)cc2)ccc1=O | -4 | -2 | -12 | 0.2 | -6 | -0.2 | 10 | -5 | 7 | -5
CC1(C)CC(=O)C(C2=NC(C)(C)Cc3ccccc32)=C(O)C1 | -1 | 10 | -6 | 0.4 | -4 | -3.2 | 0 | 3 | nt | -4
COc1ccc(NC(=S)N2CCN(c3ccccn3)CC2)cc1OC | -1 | 2 | -2 | -1.3 | 4 | -0.3 | -3 | -18 | 1 | 7
Cn1c(-c2ccccc2)nc2cnccc21 | 4 | 6 | -7 | -0.4 | 2 | -2.6 | 10 | -4 | -3 | -1
COCc1ccc(C(=O)N2CCCC(N(C)CCc3ccc(OC)c(OC)c3)C2)s1 (stereo unspecified) | 1 | -1 | 5 | -1.5 | -9 | -0.7 | 1 | -12 | -6 | -1
CCCn1c(SCC(=O)Nc2cccc(C)n2)nnc1C(C)C | 1 | 1 | -5 | -4.5 | -2 | -0.3 | nt | -24 | 3 | 10
CCOC(=O)C1=C(CN2CCN(C(=O)OCC)CC2)NC(=O)NC1c1ccc2c(c1)OCO2 (stereo unspecified) | 0 | 4 | -14 | 0.7 | 0 | -0.8 | 2 | 11 | 6 | 8
COc1cc(CN(C)Cc2nc3cc(C(F)(F)F)ccc3c(=O)[nH]2)ccc1OC(F)F | -1 | 1 | -13 | -1.2 | -16 | 0.5 | -4 | nt | -1 | -3
CC(=O)NC(CC(=O)c1ccc([N+](=O)[O-])cc1)C(Cl)(Cl)Cl (stereo unspecified) | -4 | -4 | 5 | 0.5 | 0 | 0.4 | 7 | 18 | -6 | -4
COc1cccc(OC)c1OCCNCC1COc2ccccc2O1 (stereo unspecified) | 1 | -2 | -3 | -0.3 | 0 | -0.9 | 0 | 3 | -4 | -7
CCCc1nnc(SCC(=O)N2CCCC2)n1CC1CCCO1 (stereo unspecified) | nt | 2 | 4 | -0.1 | -4 | -1.7 | 4 | -3 | nt | -3
COc1ccc(-c2cc(C(F)(F)F)nc(N3CCOCC3)n2)cc1OC | nt | -4 | nt | 0.2 | 7 | -2.4 | -3 | 5 | -1 | 5
Nc1nc(NCCOCCO)nc(NCC2CCCO2)c1[N+](=O)[O-] (stereo unspecified) | 1 | 0 | 7 | 1.1 | -4 | 0.4 | 8 | -5 | -3 | -4
CCN1C(=O)C(O)(CC(=O)c2ccc3c(c2)OCCO3)c2ccccc21 (stereo unspecified) | -4 | 1 | -6 | -0.3 | -5 | -0.5 | -3 | 2 | 1 | 1
CC(=O)c1ccc(S(=O)(=O)Nc2ccc(C(=O)N(C)CC(=O)Nc3cccc(C)c3C)cc2)cc1 | -1 | 1 | -1 | 0.3 | -11 | -0.8 | -3 | -20 | 0 | 10
COc1ccc(C2(C(=O)Nc3ccc(C)c(C)c3)CCOCC2)cc1 | -1 | 0 | 1 | 1.5 | -1 | -0.6 | 2 | 11 | 1 | 7
O=C(O)c1ccc2c(c1)SC1=NS(=O)(=O)CCN12 | -1 | -3 | -11 | -2.5 | -5 | 1.6 | -2 | -4 | -11 | -1
O=C1CN(CC(=O)Nc2ccc(SC(F)F)cc2)CCN1 | -6 | 1 | -9 | -3.2 | -4 | 1.6 | 1 | nt | 2 | 26
Cc1ccc(S(=O)(=O)Nc2ccccc2F)cc1C(=O)N1CCN(c2ccccc2O)CC1 | 1 | 2 | 4 | -1.1 | -3 | -0.7 | -1 | -3 | 2 | -5
COc1ccc(C(CCN2CCCC(C)C2)c2c(OC)cc(OC)c3c(C)cc(=O)oc23)cc1 (stereo unspecified) | -3 | 1 | 3 | -0.4 | -10 | -1.1 | 6 | 5 | -1 | -3
COc1ccc(S(=O)(=O)N2CCOCC2)cc1NC(=O)COC(=O)C1CC1C (stereo unspecified) | -2 | -2 | -4 | 1.0 | -5 | -0.2 | 3 | -5 | nt | 1
O=C1Nc2cc(Cl)c(Cl)cc2N(O)N1c1ccc(Cl)cc1 | -2 | 0 | 5 | -0.6 | -2 | -3.0 | -2 | 11 | 1 | -2
c1ccc(CCN=C2CCCc3c2[nH]c2ccccc32)cc1 | -3 | -6 | nt | -0.3 | -8 | 0.9 | 1 | ? | -4 | -2
C=CCOc1ccc(CNC(C)(C)CO)cc1OC | 0 | 0 | -2 | -0.3 | 4 | -1.3 | 3 | -5 | -4 | -6
S=C(c1ccc(N2CCCC2)cc1)N1CCCCC1 | nt | -8 | 45 | 0.7 | -4 | 0.0 | 0 | 3 | -2 | 0
Cc1c(/C=C(\CC(=O)O)c2nc3ccccc3s2)cc(C#N)n1C | 1 | 2 | -13 | 0.4 | -7 | -1.9 | -1 | 1 | -5 | -1
O=C(NC(NC1CCS(=O)(=O)C1)C(=O)c1ccccc1)c1ccc(Cl)cc1 (stereo unspecified) | nt | -3 | -7 | 0.3 | -2 | -0.7 | 0 | 3 | -4 | 0
CC(C)n1c(NCc2cccs2)nc2ccccc21 | nt | -1 | 0 | 1.2 | 4 | -0.6 | -2 | -6 | 2 | -3
c1ccc(CSc2nnc(-c3cccs3)o2)cc1 | nt | -1 | 134* | 0.2 | -4 | -3.2 | 10 | 5 | -3 | 5
CCOc1ccc(-c2csc(NC(=O)c3ccco3)n2)cc1 | 3 | -1 | nt | 2.0 | -1 | -0.7 | -2 | 1 | -6 | 0
N#CC(C#N)=C1C=CC=CN1/C(=C\c1ccco1)C(=O)c1ccc(Br)cc1 | -38 | -5 | -85 | 2.5 | 0 | -0.1 | 9 | 3 | 10 | -11
O=C(CSc1nnc(CNC(=O)C23CC4CC(CC(C4)C2)C3)n1-c1ccccc1)Nc1ccccc1 | -3 | -1 | -2 | 1.1 | -14 | -1.3 | -2 | 4 | -2 | 4
C=CCNC(=O)CSc1nnc(-c2ccccn2)n1Cc1ccccc1 | -2 | 2 | -14 | 0.5 | -11 | -1.0 | -4 | nt | -3 | -2
Cc1ccc(C)c(NC(=O)CSc2nnc(-c3ccccc3)n2N)c1 | nt | 2 | nt | -0.4 | 1 | -0.2 | 0 | 12 | nt | 0
COc1ccc(S(=O)(=O)Nc2cccc(-c3ccc4nncn4n3)c2)cc1 | -9 | -6 | -23 | 1.7 | 21* | -0.8 | -1 | -3 | -1 | 4
CC1CCC(C(=O)NC(C(=O)N2CCC(N3CCCCC3)CC2)C(C)C)CC1 (stereo unspecified) | nt | 7 | nt | -0.8 | -2 | 0.2 | 0 | 5 | 1 | -2
CCOC(=O)c1ccc(N2C(=O)CC(NC3CCN(C(=O)c4ccc(F)cc4)CC3)C2=O)cc1 (stereo unspecified) | -3 | 2 | -10 | 0.7 | -9 | -0.5 | 8 | -2 | 0 | -7

Source: PubChem BioAssay
